Screening data deposited in PubChem by National Center for Advancing Translational Sciences (NCATS).
TrxR1 inh: inhibitors of rat thioredoxin reductase 1; recombinant rTrxR1, NADPH fluorescence consumption, selenite substrate; AID 588453; actives 1% (n = 390,000); O89049; Potency, µM (titrated, usually from 114 µM), inactives show top-dose activity change, negative = inhibition, usual class: inhibitors; note: potency is the fitted concentration of half-maximal effect; % is set by controls: 0 for no effect and ±100 for the full control effect; nearly all actives have a fitted effect of over 65% in size
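Rat TrxR1 (90 nM in the dispensed reagent) was pre-reduced with 400 uM NADPH for 5 min at room temperature, then incubated with compound for 15 min. After 400 uM selenite was added, NADPH fluorescence (Ex 340/Em 450 nm) was followed for 8 min.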
D2 antagonist: antagonists of human D2 dopamine receptor | AID 485344 | P14416 | HEK293 TREx D2 cells, calcium flux, dopamine EC80 | actives 2% (n = 340,000) | inhibition, % at 10 µM; in the data active = inhibition above about 30%; note: 0% is about no effect
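Dopamine at EC80 is the agonist stimulus; test compounds precede it by 180 s. Calcium flux read kinetically in a force-coupled, inducible HEK293 T-REx D2 cell line.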
TrxR1 substrate: is turned over as a substrate by rat TrxR1; O89049; purified TrxR1 substrate turnover, NADPH consumption readout; Potency, µM (highest dose often 114 µM), without a hit: at the highest dose activity change, negative = substrate turnover; actives 0.01% (n = 390,000); note: potency is the fitted concentration of half-maximal effect; % is set by controls: 0 for no effect and ±100 for the full control effect; nearly all actives have a fitted effect of over 50% in size
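Rat TrxR1, dispensed at 90 nM, was prereduced with 400 uM NADPH (final) for 5 min at ~22 deg C, then incubated with compound 15 min before 400 uM selenite. A first-read NADPH fluorescence drop versus no-compound background flagged substrates.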
D2 agonist: activates the human D2 dopamine receptor. P14416. HEK293 T-REx D2 cells, calcium flux agonist mode. activation, % at 2 µM. actives 0.53% (n = 340,000). AID 485358;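 active = activation over 3 SD above normal in the single-dose calcium agonist read, cut at about 30% in these data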; note: 0% is about no effect
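Calcium-flux readout, 1 cycle/sec over 180 s following compound pin transfer, in inducible HEK293 Trex D2 cells (force-coupled); dopamine controls included. Positive calcium responses during this window marked compounds as potential agonists.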
PI4K2A inh: inhibitors of human PI4K2A; Q9BTU6; purified PI4K2A, ADP-Glo luminescence, 1 h; active compounds read low; activity change, negative = inhibition, % at 76.9 µM; actives 0.13% (n = 420,000); AID 1346378; in the data active = activity change below about -50%; inconclusive = mostly about -30% to -49%;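 note: -100% = wells without enzyme as full effect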
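PI4K2A activity was measured by ADP-Glo luminescence: enzyme (4 ug/mL stock) and phosphatidylinositol (1.2 mM stock) in Tris pH 7.5/MgCl2/EGTA/Triton X-100 buffer were reacted with ATP (300 microM stock) for one hour at ambient temperature.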
TRHR ag: agonists of human TRH receptor. P34981. TRHR cells, calcium flux fluo-8, FDSS agonist mode. activation, % at 2 µM. actives 0.18% (n = 360,000); in the data active = activation above about 30%; note: 0% is about no effect
Target sequence (P34981 whole entry, looked up): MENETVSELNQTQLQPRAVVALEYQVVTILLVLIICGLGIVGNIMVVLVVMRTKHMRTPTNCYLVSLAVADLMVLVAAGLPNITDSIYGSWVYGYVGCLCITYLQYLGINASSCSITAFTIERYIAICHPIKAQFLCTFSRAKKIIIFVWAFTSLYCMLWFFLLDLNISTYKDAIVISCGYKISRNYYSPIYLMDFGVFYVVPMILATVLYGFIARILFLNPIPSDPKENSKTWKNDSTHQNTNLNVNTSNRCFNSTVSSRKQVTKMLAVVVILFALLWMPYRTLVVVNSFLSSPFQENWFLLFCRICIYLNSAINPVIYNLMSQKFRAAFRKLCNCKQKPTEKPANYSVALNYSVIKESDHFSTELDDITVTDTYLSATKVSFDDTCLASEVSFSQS
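Fluo-8-loaded TRHR cells; 10 s baseline, compound added, kinetic Ca2+ fluorescence read 1/s, agonist mode.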
TRHR enhancer: TRH receptor (human) allosteric enhancement; TRHR cells, fluo-8 calcium fluorescence, EC20 TRH enhancement; enhancement, % at 2 µM; actives 0.66% (n = 360,000); in the data active = enhancement above about 30%; note: 0% is about no effect
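TRHR-expressing cells loaded with fluo-8 calcium dye were read kinetically (ex 480/em 530) during compound addition, then stimulated with an EC20 of TRH (10 nM final). Enhancement of the Gq-mediated intracellular calcium response was scored.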
mIDH1 inhibitor: human IDH1 R132H inhibition; IDH1-R132H enzyme, NADPH consumption, diaphorase/resazurin fluorescence; Potency, µM (top dose mostly 76.6 µM), inactives show top-dose activity change, negative = inhibition, hits mostly inhibitors; actives 0.093% (n = 390,000); note: potency is the fitted concentration of half-maximal effect; % is set by controls: 0 for no effect and ±100 for the full control effect; nearly all actives have a fitted effect of over 65% in size
Target sequence (O75874 whole entry R132H, stated change not applied): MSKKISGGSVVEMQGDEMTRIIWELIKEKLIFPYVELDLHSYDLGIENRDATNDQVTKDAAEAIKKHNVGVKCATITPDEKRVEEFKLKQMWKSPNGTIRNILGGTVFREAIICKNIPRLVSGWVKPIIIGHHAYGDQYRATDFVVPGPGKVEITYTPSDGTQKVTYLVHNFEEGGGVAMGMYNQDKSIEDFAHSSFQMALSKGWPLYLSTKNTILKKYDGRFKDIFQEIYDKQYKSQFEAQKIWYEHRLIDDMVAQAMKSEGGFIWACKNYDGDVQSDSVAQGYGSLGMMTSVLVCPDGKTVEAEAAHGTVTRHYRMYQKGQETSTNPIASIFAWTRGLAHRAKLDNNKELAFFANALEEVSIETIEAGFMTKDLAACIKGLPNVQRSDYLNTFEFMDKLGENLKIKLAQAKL
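IDH1-R132H (0.5 ug/mL dispensed) in pH 7.5 Tris buffer was preincubated 30 min with compound, then given a substrate mix of 0.016 mM NADPH and 2 mM alpha-KG for 80 min at room temperature; remaining NADPH was read by diaphorase/resazurin fluorescence.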
USP1-UAF1 inh: inhibitors of human USP1/UAF1 deubiquitinase | actives 0.23% (n = 390,000) | Potency, µM (titrated, usually from 57.1 µM), for the others: top-dose activity change, negative = inhibition, actives largely listed as inhibitors | recombinant USP1/UAF1, Ub-Rhodamine cleavage fluorescence; note: potency is the fitted concentration of half-maximal effect; % is set by controls: 0 for no effect and ±100 for the full control effect; nearly all actives have a fitted effect of over 60% in size; inactives centre near -12
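USP1/UAF1 complex at 1 nM was preincubated with compound for 15 min at room temperature, then Ub-Rho substrate (150nM final) was added. Fluorescence (480/540 nm) was read kinetically, 6 reads every 60 seconds.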
Starred values were filed as active, the others as inactive; ? = inconclusive; . = not tested or not shown; [ ] = remark or other dose. Unless noted, calls come from the whole dose curve; as a rule, active = well fitted inhibition curve with a large enough effect; inconclusive = small, poorly fitted or top-dose-only effect; inactive = no such curve, though single readings can be large or run the other way. Compounds as they come. About 3.9% of those tested had a hit in this group.

Sample of the layout (five entries):
Key to letters: A = TrxR1 inh; B = D2 antagonist; C = TrxR1 substrate; D = D2 agonist; E = PI4K2A inh; F = TRHR ag; G = TRHR enhancer; H = mIDH1 inhibitor; I = USP1-UAF1 inh
> O=C(O)C1CC=CCC1C(=O)NCc1ccc2c(c1)OCO2 (stereo unspecified)
  A: 1% | B: -14 | C: 2% | D: 0.7 | E: -1 | F: 0.6 | G: 1 | H: 0% | I: -6%
> Cc1cccc(N2CCN(C(=O)CCN3C(=O)C4C5C=CC(C5)C4C3=O)CC2C)c1 (stereo unspecified)
  A: 6% | B: -6 | C: -4% | D: 0.1 | E: -2 | F: -0.5 | G: -5 | H: -7% | I: -15%
> O=C(NCCc1ccc(Cl)cc1)c1ccc2ccccc2n1
  A: -6% | B: 24 | C: -7% | D: -1.2 | E: -4 | F: -0.4 | G: -6 | H: -5% | I: 2%
> COc1cccc(NC(=O)c2ccccc2C(F)(F)F)c1
  A: 21%[57.1 µM] | B: 2 | C: -2% | D: -0.3 | E: -4 | F: -0.4 | G: 2 | H: 17% | I: -15%
> O=C(OCCc1ccccc1)c1cc(O)c(O)c(O)c1
  A: 2% | B: -8 | C: 2% | D: 0.7 | E: -3 | F: 0.0 | G: 0 | H: -14% | I: -20%

The list itself, from the start:
Key to letters: A = TrxR1 inh; B = D2 antagonist; C = TrxR1 substrate; D = D2 agonist; E = PI4K2A inh; F = TRHR ag; G = TRHR enhancer; H = mIDH1 inhibitor; I = USP1-UAF1 inh
> O=C(O)C1CC=CCC1C(=O)NCc1ccc2c(c1)OCO2 (stereo unspecified)
  A: 1% | B: -14 | C: 2% | D: 0.7 | E: -1 | F: 0.6 | G: 1 | H: 0% | I: -6%
> Cc1cccc(N2CCN(C(=O)CCN3C(=O)C4C5C=CC(C5)C4C3=O)CC2C)c1 (stereo unspecified)
  A: 6% | B: -6 | C: -4% | D: 0.1 | E: -2 | F: -0.5 | G: -5 | H: -7% | I: -15%
> O=C(NCCc1ccc(Cl)cc1)c1ccc2ccccc2n1
  A: -6% | B: 24 | C: -7% | D: -1.2 | E: -4 | F: -0.4 | G: -6 | H: -5% | I: 2%
> COc1cccc(NC(=O)c2ccccc2C(F)(F)F)c1
  A: 21%[57.1 µM] | B: 2 | C: -2% | D: -0.3 | E: -4 | F: -0.4 | G: 2 | H: 17% | I: -15%
> O=C(OCCc1ccccc1)c1cc(O)c(O)c(O)c1
  A: 2% | B: -8 | C: 2% | D: 0.7 | E: -3 | F: 0.0 | G: 0 | H: -14% | I: -20%
> CCc1ccc(C2Sc3ccccc3NC3=C2C(=O)c2ccccc23)cc1 (stereo unspecified)
  A: 39%[activator] | B: . | C: -9% | D: 0.5 | E: -3 | F: -0.2 | G: 5 | H: -1% | I: -29%
> COc1ccc(-c2nnc3ccc(SCC(=O)Nc4nc5ccccc5s4)nn23)cc1OC
  A: 4% | B: -14 | C: 1% | D: 0.2 | E: -5 | F: -0.2 | G: 14 | H: 2% | I: -16%
> CC(=O)Oc1cccc(N2C(=O)c3ccc(C(=O)Nc4cccnc4)cc3C2=O)c1
  A: 9% | B: 9 | C: 3% | D: 0.0 | E: 0 | F: 0.1 | G: 5 | H: 0% | I: -20%
> CCc1ccc(NC(=O)CN2C(=O)CC(c3ccccc3)Sc3ccccc32)cc1 (stereo unspecified)
  A: -8% | B: . | C: -10% | D: -0.4 | E: 1 | F: -0.7 | G: 8 | H: -5% | I: -16%
> Cc1cc(C)c[n+](CC(=O)c2cc3ccccc3oc2=O)c1
  A: -8% | B: 21 | C: -8% | D: 0.4 | E: 3 | F: 0.4 | G: 17 | H: 30% | I: -7%
> Cc1ccc(NC(=O)CSc2nnc(N)s2)c([N+](=O)[O-])c1
  A: 36%[57.1 µM] | B: 3 | C: 6%[57.1 µM] | D: 0.5 | E: -10 | F: 0.1 | G: 5 | H: 18% | I: ?
> COc1ccc(CCn2c(=N)c(C(=O)NCc3ccco3)cc3c(=O)n4ccccc4nc32)cc1
  A: -34% | B: -4 | C: -2% | D: 0.7 | E: -20 | F: 0.1 | G: -6 | H: 2% | I: -11%
> C=C(C)c1cccc(C(C)(C)NC(=O)Nc2cccnc2)c1
  A: 29% | B: 1 | C: 6% | D: 0.4 | E: -1 | F: -0.5 | G: 1 | H: 19% | I: -12%
> CC(C)CCN1C(=O)c2ccccc2CC1(C)C(=O)NC1CCCCC1 (stereo unspecified)
  A: 17% | B: . | C: 1% | D: -0.3 | E: 3 | F: -0.3 | G: 8 | H: . | I: -22%
> CCc1noc(C)c1C(=O)N1CCN(S(=O)(=O)c2ccc(Br)cc2Cl)CC1
  A: 2%[57.1 µM] | B: -17 | C: 5%[57.1 µM] | D: -0.2 | E: 2 | F: 0.3 | G: 2 | H: 0% | I: -3%
> CCOC(=O)C1=C(C)NC(=O)NC1c1ccc(OCC(=O)Nc2ccccc2)c(OC)c1 (stereo unspecified)
  A: -14% | B: 9 | C: -11% | D: 0.1 | E: -5 | F: -0.1 | G: 1 | H: 5% | I: -25%
> Cc1ccc(-n2cc(CNCC3CC(=O)N(C4CC4)C3)c(-c3cccc(C)c3)n2)cc1 (stereo unspecified)
  A: 15% | B: -5 | C: 2% | D: 0.5 | E: -1 | F: -2.4 | G: 0 | H: 2% | I: -24%
> O=C(c1ccc2ccccc2c1)C1CCCN(C(=O)c2noc3c2CCCC3)C1 (stereo unspecified)
  A: 4% | B: 8 | C: -5% | D: -2.1 | E: 0 | F: -0.2 | G: 29 | H: -8% | I: -23%
> Cc1ccc(-c2noc(-c3cccs3)n2)cc1
  A: 12% | B: -17 | C: 10% | D: 1.1 | E: -4 | F: 1.8 | G: 3 | H: 7% | I: -12%
> Cc1cc(NCCCn2ccnc2)n2c(nc3ccccc32)c1C#N
  A: -48% | B: 7 | C: 97%[activator][57.1 µM] | D: 0.6 | E: 4 | F: 0.4 | G: 0 | H: 5% | I: -16%
> Cc1nnc(Sc2nc3c(c(=O)[nH]c(=O)n3C)n2Cc2ccccc2)s1
  A: 17%[57.1 µM] | B: 6 | C: 12%[57.1 µM] | D: -0.3 | E: -4 | F: -0.1 | G: 1 | H: -2% | I: -21%
> CN(C)c1cccc(C(=O)N2CCCC(C(=O)c3cc(F)ccc3F)C2)c1 (stereo unspecified)
  A: 14%[57.1 µM] | B: -4 | C: -4%[57.1 µM] | D: -0.3 | E: 1 | F: -0.6 | G: -8 | H: 3% | I: 4%
> COCCCNC(=O)CCC(=O)Nc1ccc2nc(N3CCOCC3)cc(C)c2c1
  A: 53%[activator] | B: 0 | C: 305%[activator] | D: -0.6 | E: -7 | F: -0.3 | G: 3 | H: 2% | I: -28%
> CC(=O)Nc1ccc(N=Cc2ccc[nH]2)cc1
  A: -4% | B: -11 | C: -2% | D: -0.8 | E: 0 | F: -2.4 | G: 3 | H: 9% | I: -13%
> CCOC(=O)CNc1ncnc2nc[nH]c12
  A: 9% | B: 3 | C: 0% | D: -0.1 | E: -4 | F: 0.5 | G: -5 | H: 1% | I: -12%

The closing 2 records of the part above open the next one:
smiles	TrxR1 inh	D2 antagonist	TrxR1 substrate	D2 agonist	PI4K2A inh	TRHR ag	TRHR enhancer	mIDH1 inhibitor	USP1-UAF1 inh
CC(=O)Nc1ccc(N=Cc2ccc[nH]2)cc1	-4%	-11	-2%	-0.8	0	-2.4	3	9%	-13%
CCOC(=O)CNc1ncnc2nc[nH]c12	9%	3	0%	-0.1	-4	0.5	-5	1%	-12%
CCOC(=O)COc1ccc2c(c1)C(=O)CC1(CCN(C(C)=O)CC1)O2	-20%[57.1 µM]	6	194%[activator]	-0.5	0	0.2	4	1%	-4%
CC(NC(=S)NC1CCCCC1)C(c1cccs1)N1CCOCC1 (stereo unspecified)	6%	0	6%	-0.3	0	0.3	-9	10%	-12%
COc1ccc(C(=O)NCC(=O)OCC(=O)N(C)c2ccccc2)cc1	3%	-3	0%	-0.5	-2	0.1	3	-1%	-13%
O=C(Cn1c(=O)n(Cc2cccs2)c(=O)c2cccnc21)Nc1ccccc1F	12%	.	7%	-0.3	-3	-0.2	-5	0%	-3%
O=C(NCc1cccc(Cl)c1)N1CCN(S(=O)(=O)c2ccccc2F)CC1	22%	.	3%	.	1	-1.7	-6	2%	-22%
Cc1occc1C(=O)OCC(=O)Nc1ccc(F)cc1	-17%	-5	-8%	-0.2	-3	0.1	1	-1%	4%
CCOC(=O)C1C(=O)NC(c2ccccc2)=NC1c1ccc(C(C)C)cc1 (stereo unspecified)	12%[57.1 µM]	-2	-6%[57.1 µM]	-0.2	-3	-0.4	-8	5%	-16%
O=C(Nc1ccccn1)C(NS(=O)(=O)c1cccc2nsnc12)c1ccccc1 (stereo unspecified)	-16%[57.1 µM]	-1	-5%[57.1 µM]	0.2	0	0.1	-2	8%	-14%
O=C(CN1CCOCC1)Nc1nc2ccc(F)cc2s1	-10%	7	-6%	-0.9	10	0.1	-7	0%	-1%
O=C(O)c1cccc(S(=O)(=O)Nc2cc(Cl)ccc2Cl)c1	-6%	-2	-10%	-0.1	-3	0.6	1	-3%	-10%
Cc1occc1C(=O)N/N=C/c1ccccc1[N+](=O)[O-]	12%	35*	1%	0.3	-8	-0.4	-2	1%	-12%
CCN(CC)CCOC(=O)c1ccc(N/C=C(/C#N)c2nc(-c3ccc(OC)c(OC)c3)cs2)cc1	31%	.	2%	.	3	0.4	5	-2%	?
OCC1CCCN(C(=S)Nc2ccc(OC(F)F)cc2)C1 (stereo unspecified)	-23%	5	-10%	0.7	2	0.7	3	3%	-13%
CCOc1ccccc1NC(=O)c1ccc(C(=O)Nc2ccccc2OCC)nc1	19%	9	4%	-0.3	-1	-0.1	4	0%	-22%
CCOC(=O)c1nnc(-c2cccs2)nc1NC(C)C	-16%	-4	-15%	0.8	-5	0.3	16	2%	-11%
CCOC(=O)COc1ccc(S(=O)(=O)NC2CC2)cc1	0%[57.1 µM]	-2	-6%	0.8	-3	0.0	-1	4%	-21%
